GPR35 arrestin U2OS = GPR35 antagonists blocking zaprinast-driven arrestin recruitment, primary screen, imaging, U2OS, beta-arrestin-GFP, zaprinast agonist (AID 2058). G-protein coupled receptor 35 (Homo sapiens). U2OS GPR35 beta-arrestin-GFP translocation imaging, zaprinast antagonism; higher % means a stronger effect. inhibition, % at 10 µM; hits with a dose series show IC50 in µM. 0.052% of 290,000 active;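 active means inhibition of at least 50% with at least 30 cells and total cytoplasm GFP at most 10,000,000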
NOD1 inhibition = NOD1 signaling inhibitors, primary screen, cell-based, luminescence, uHTS (AID 1578); NOD1-driven NF-kB luciferase reporter cells, luminescence; higher % means a stronger effect; inhibition, % at 4 µM, or EC50 in µM where a hit was titrated; 1% of 290,000 active; in the data active means inhibition mostly above about 36%, no sharp cut-off; inactive means mostly below about 34%;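 further: HEK-293T reporter cells stimulated with the NOD1 agonist gamma-tri-DAP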
GPR55 antagonists = GPR55 antagonists blocking LPI-driven arrestin recruitment, primary screen, imaging, U2OS, beta-arrestin-GFP, LPI agonist (AID 2013). U2OS GPR55 beta-arrestin-GFP translocation imaging, LPI antagonism; higher % means a stronger effect. inhibition, % at 10 µM, or IC50 in µM where a hit was titrated. G-protein coupled receptor 55 (Homo sapiens). 0.13% of 290,000 active;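 active means spots per cell inhibited over 60%, with over 100 cells counted and total cytoplasm intensity under 500,000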;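 further: U2OS cells stably carrying GPR55 and arrestin-GFP stimulated by 5 µM LPI near EC80; imaged beta-arrestin-GFP aggregate spots per cell after agonist stimulation; plate controls were LPI-stimulated DMSO wells for no effect and DMSO wells without LPI for full effect; some results filed as inactive read as strong as hits; confirmed hits need IC50 under 10 µM and bright autofluorescent wells are also inconclusive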
KOR beta-arrestin-1 = KOR agonists, beta-arrestin recruitment, primary screen, cell-based, luminescence, uHTS (AID 1777); Kappa-type opioid receptor (Homo sapiens); KOR beta-arrestin recruitment, luminescence; higher % means a stronger effect; activation, % at 10 µM, or EC50 in µM where a hit was titrated; 0.02% of 280,000 active; in the data active means activation above about 50%, passing the limit was not always enough; further: a part of the inactive calls stands beside numbers as strong as those of hits
West Nile antiviral = West Nile virus antiviral activity, cell-based, CPE readout (AID 1621); West Nile virus-infected cells, CPE inhibition; higher % means a stronger effect; CPE inhibition, % at 10 µM; hits with a dose series show IC50 in µM; 0.02% of 290,000 active; in the data active means a potency from the dose series; further: strong numbers were not always called active
HIV fusion peptide = inhibitors of HIV fusion peptide binding, primary screen, biochemical, uHTS, fluorescence dequenching (AID 1986) | cell-free peptide binding, fluorescence dequenching, 30 min; higher % means a stronger effect | inhibition, % at 20 µM; hits with a dose series show IC50 in µM | 0.3% of 290,000 active; in the data active means inhibition mostly above about 52%, no sharp cut-off; inactive means mostly below about 76%; further: some results filed as inactive read as strong as hits
GPR55 activation = GPR55 agonists via beta-arrestin recruitment, primary screen, imaging, U2OS cells, beta-arrestin-GFP redistribution (AID 1961). G-protein coupled receptor 55 (Homo sapiens). U2OS GPR55 beta-arrestin-GFP redistribution imaging; higher % means a stronger effect. one-dose activation, % at 10 µM; EC50 in µM for titrated hits. 0.048% of 290,000 active;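 active means activation above 40% with more than 50 cells counted in the well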;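 further: U2OS osteosarcoma cells stably expressing GPR55 and beta-arrestin-GFP; plate controls were DMSO negative control for no effect and LPI positive control for full effect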
KOR beta-arrestin-2 = KOR antagonists, beta-arrestin recruitment, cell-based, luminescence, uHTS (AID 1778); 0.091% of 290,000 active; one-dose inhibition, % at 10 µM; IC50 in µM for titrated hits; KOR beta-arrestin recruitment, luminescence, antagonist mode; higher % means a stronger effect; in the data active means inhibition above about 50%; further: strong numbers were not always called active
Dengue-2 NS5 capping = Dengue-2 NS5 methyltransferase inhibitors, primary screen, biochemical, confirmation dose response (AID 588689); Genome polyprotein (Dengue virus type 2 (strain 16681-PDK53)); Dengue-2 NS5 methyltransferase capping enzyme assay, biochemical; higher % means a stronger effect; one-dose inhibition, % at 25 µM; IC50 in µM for titrated hits; 0.3% of 340,000 active; in the data active means a potency from the dose series
An asterisk follows results filed as active; [ ] = remark or other dose.

The opening three records, to show the layout:
`Cc1cc(N2C(=O)CC(N3CCN(c4ccc(C(=O)c5cccs5)cc4)CC3)C2=O)no1` (stereo unspecified) gave GPR35 arrestin U2OS -3%, NOD1 inhibition -18%, GPR55 antagonists 15%, KOR beta-arrestin-1 -4.7%, West Nile antiviral 0.6%, HIV fusion peptide -1.9%, GPR55 activation -0.2%, KOR beta-arrestin-2 29% and Dengue-2 NS5 capping 1%.
For CNc1nc2c(-c3ccc(Cl)cc3)nnn2c2ccccc12 the results were GPR35 arrestin U2OS 8%, NOD1 inhibition -3%, GPR55 antagonists -1%, KOR beta-arrestin-1 0.4%, West Nile antiviral -0.3%, HIV fusion peptide -0.8%, GPR55 activation 0.3%, KOR beta-arrestin-2 -25% and Dengue-2 NS5 capping 9%.
`CCC(c1nnnn1Cc1ccc(F)cc1)N(CCCO)Cc1cc2cc3c(cc2[nH]c1=O)OCO3` (stereo unspecified) gave GPR35 arrestin U2OS 2%, NOD1 inhibition 1%, GPR55 antagonists 12%, KOR beta-arrestin-1 0.8%, West Nile antiviral 0.2%, HIV fusion peptide -1.0%, GPR55 activation 0.3%, KOR beta-arrestin-2 -7% and Dengue-2 NS5 capping -5%.

Results, from the first entry:
`Cc1cc(N2C(=O)CC(N3CCN(c4ccc(C(=O)c5cccs5)cc4)CC3)C2=O)no1` (stereo unspecified) gave GPR35 arrestin U2OS -3%, NOD1 inhibition -18%, GPR55 antagonists 15%, KOR beta-arrestin-1 -4.7%, West Nile antiviral 0.6%, HIV fusion peptide -1.9%, GPR55 activation -0.2%, KOR beta-arrestin-2 29% and Dengue-2 NS5 capping 1%.
For CNc1nc2c(-c3ccc(Cl)cc3)nnn2c2ccccc12 the results were GPR35 arrestin U2OS 8%, NOD1 inhibition -3%, GPR55 antagonists -1%, KOR beta-arrestin-1 0.4%, West Nile antiviral -0.3%, HIV fusion peptide -0.8%, GPR55 activation 0.3%, KOR beta-arrestin-2 -25% and Dengue-2 NS5 capping 9%.
`CCC(c1nnnn1Cc1ccc(F)cc1)N(CCCO)Cc1cc2cc3c(cc2[nH]c1=O)OCO3` (stereo unspecified) gave GPR35 arrestin U2OS 2%, NOD1 inhibition 1%, GPR55 antagonists 12%, KOR beta-arrestin-1 0.8%, West Nile antiviral 0.2%, HIV fusion peptide -1.0%, GPR55 activation 0.3%, KOR beta-arrestin-2 -7% and Dengue-2 NS5 capping -5%.
For COc1cc(OC)c(OC)cc1/C=N/NC(=O)c1ccc2nc[nH]c2c1 the results were GPR35 arrestin U2OS -3%, NOD1 inhibition -11%, GPR55 antagonists 4%, KOR beta-arrestin-1 0.6%, West Nile antiviral 0.4%, HIV fusion peptide -0.7%, GPR55 activation -0.2%, KOR beta-arrestin-2 -7% and Dengue-2 NS5 capping 4%.
CCOC(=O)c1cnc2c(-c3ccccc3)cnn2c1N was read as GPR35 arrestin U2OS -8%, NOD1 inhibition -83%, GPR55 antagonists 32%, KOR beta-arrestin-1 2.9%, West Nile antiviral 2.2%, HIV fusion peptide 52%, GPR55 activation -0.2%, KOR beta-arrestin-2 0% and Dengue-2 NS5 capping 6%.
`O=C1CC(N2CCSCC2)C(=O)N1c1cccc(Cl)c1` (stereo unspecified) gave GPR35 arrestin U2OS -2%, NOD1 inhibition -7%, GPR55 antagonists 4%, KOR beta-arrestin-1 -2.4%, West Nile antiviral 0.1%, HIV fusion peptide 3.4%, GPR55 activation 0.9%, KOR beta-arrestin-2 1% and Dengue-2 NS5 capping -12%.
`O=C1CC(N(CCc2ccccc2)C(=S)Nc2ccccc2)C(=O)N1c1ccc(F)cc1` (stereo unspecified) gave GPR35 arrestin U2OS -2%, NOD1 inhibition -1%, GPR55 antagonists 21%, KOR beta-arrestin-1 2.6%, West Nile antiviral -0.9%, HIV fusion peptide 3.8%, GPR55 activation -0.1%, KOR beta-arrestin-2 28% and Dengue-2 NS5 capping -12%.
CCCCOc1ccc(N(CC(=O)NCc2ccccc2)C(=O)c2csnn2)cc1 was read as GPR35 arrestin U2OS -18%, NOD1 inhibition 2%, GPR55 antagonists -20%, KOR beta-arrestin-1 -2.8%, West Nile antiviral -1.0%, HIV fusion peptide -0.1%, GPR55 activation -0.1%, KOR beta-arrestin-2 -1% and Dengue-2 NS5 capping -7%.
COC(=O)c1cnc2c(C(F)(F)F)cccc2c1OC was read as GPR35 arrestin U2OS 16%, NOD1 inhibition -10%, GPR55 antagonists -17%, KOR beta-arrestin-1 2.2%, West Nile antiviral -0.2%, HIV fusion peptide 1.6%, GPR55 activation -0.1%, KOR beta-arrestin-2 0% and Dengue-2 NS5 capping -3%.
Screening Cc1cc(C)n2c3c(c(C#N)c2n1)CC(C)(C)OC3 returned GPR35 arrestin U2OS -2%, NOD1 inhibition 21%, GPR55 antagonists -5%, KOR beta-arrestin-1 -12%, West Nile antiviral 0.0%, HIV fusion peptide -2.3%, GPR55 activation 0.6%, KOR beta-arrestin-2 -5% and Dengue-2 NS5 capping 2%.
For CCOc1ccc(S(=O)(=O)NCc2ccco2)cc1 the results were GPR35 arrestin U2OS 11%, NOD1 inhibition -23%, GPR55 antagonists -6%, KOR beta-arrestin-1 5.1%, West Nile antiviral -0.1%, HIV fusion peptide 2.4%, GPR55 activation -0.2%, KOR beta-arrestin-2 -10% and Dengue-2 NS5 capping -2%.
`COc1ccc(CCN2C(=O)NC(NC(=O)C(C)(C)C)(C(F)(F)F)C2=O)cc1OC` (stereo unspecified) gave GPR35 arrestin U2OS 8%, NOD1 inhibition -5%, GPR55 antagonists 9%, KOR beta-arrestin-1 -1.9%, West Nile antiviral 0.0%, HIV fusion peptide -2.0%, GPR55 activation 0.5%, KOR beta-arrestin-2 9% and Dengue-2 NS5 capping -4%.
`CCN(CCCNS(=O)(=O)c1cc(-c2cc(C)no2)ccc1C)Cc1ccccc1` gave GPR35 arrestin U2OS -7%, NOD1 inhibition -14%, GPR55 antagonists 17%, KOR beta-arrestin-1 -0.6%, West Nile antiviral -1.0%, HIV fusion peptide 1.2%, GPR55 activation 0.5%, KOR beta-arrestin-2 -24% and Dengue-2 NS5 capping -8%.
For COc1ccc(/C(N)=N/OC(=O)c2ccc(C)c([N+](=O)[O-])c2)cc1 the results were GPR35 arrestin U2OS 14%, NOD1 inhibition -48%, GPR55 antagonists 4%, KOR beta-arrestin-1 3.9%, West Nile antiviral -0.3%, HIV fusion peptide 2.8%, GPR55 activation -0.1%, KOR beta-arrestin-2 -14% and Dengue-2 NS5 capping -7%.
CN1CCCC2(CCCN(Cc3nc(Cc4cccc(C(F)(F)F)c4)no3)C2)C1 (stereo unspecified) was read as GPR35 arrestin U2OS 7%, NOD1 inhibition -8%, GPR55 antagonists -10%, KOR beta-arrestin-1 -4.2%, West Nile antiviral -0.9%, HIV fusion peptide 0.3%, GPR55 activation 0.1%, KOR beta-arrestin-2 -7% and Dengue-2 NS5 capping 6%.
`CCC(=O)N1CCN(c2ccccc2NC(=O)Cc2ccc(Cl)cc2)CC1` gave GPR35 arrestin U2OS -5%, NOD1 inhibition -22%, GPR55 antagonists 13%, KOR beta-arrestin-1 0.6%, West Nile antiviral -1.1%, HIV fusion peptide -1.2%, GPR55 activation -0.2%, KOR beta-arrestin-2 2% and Dengue-2 NS5 capping -2%.
COc1ccc(C2C3=C(CC(C)(C)CC3=O)Nc3c2c(=O)[nH]c(=O)n3Cc2ccccc2)cc1OC (stereo unspecified) was read as GPR35 arrestin U2OS 23%, NOD1 inhibition 0%, GPR55 antagonists 13%, KOR beta-arrestin-1 -1.9%, West Nile antiviral -0.7%, HIV fusion peptide -1.1%, GPR55 activation 0.1%, KOR beta-arrestin-2 -18% and Dengue-2 NS5 capping 9%.
`Cc1ccc(S(=O)(=O)NCCc2nc3ccccc3[nH]2)cc1` gave GPR35 arrestin U2OS 10%, NOD1 inhibition -27%, GPR55 antagonists 9%, KOR beta-arrestin-1 2.1%, West Nile antiviral -1.0%, HIV fusion peptide -0.5%, GPR55 activation 0.0%, KOR beta-arrestin-2 6% and Dengue-2 NS5 capping -11%.
O=C(N/N=C\c1ccc[nH]1)C1COc2ccccc2O1 (stereo unspecified) was read as GPR35 arrestin U2OS -2%, NOD1 inhibition -13%, GPR55 antagonists 11%, KOR beta-arrestin-1 -0.3%, West Nile antiviral 0.2%, HIV fusion peptide -0.9%, GPR55 activation -0.1%, KOR beta-arrestin-2 -13% and Dengue-2 NS5 capping -2%.
For O=C(c1c(F)cccc1F)N1CCCC(c2nc(-c3cccs3)no2)C1 (stereo unspecified) the results were GPR35 arrestin U2OS -12%, NOD1 inhibition -53%, GPR55 antagonists 8%, KOR beta-arrestin-1 -4.4%, West Nile antiviral -0.3%, HIV fusion peptide -1.4%, GPR55 activation -0.2%, KOR beta-arrestin-2 20% and Dengue-2 NS5 capping -7%.
`COc1ccc(N(C(=O)c2ccccc2)S(=O)(=O)c2cccs2)cc1` gave GPR35 arrestin U2OS -16%, NOD1 inhibition -4%, GPR55 antagonists 1%, KOR beta-arrestin-1 -1.2%, West Nile antiviral -0.5%, HIV fusion peptide -0.3%, GPR55 activation -0.1%, KOR beta-arrestin-2 -54%[20 µM] and Dengue-2 NS5 capping 0%.
`COc1ccc(C2(C)NC(=O)N(CC(=O)Nc3ccc(C)cc3Br)C2=O)cc1OC` (stereo unspecified) gave GPR35 arrestin U2OS -8%, NOD1 inhibition -42%, GPR55 antagonists -9%, KOR beta-arrestin-1 2.5%, West Nile antiviral 0.1%, HIV fusion peptide -0.7%, GPR55 activation -0.2%, KOR beta-arrestin-2 -24% and Dengue-2 NS5 capping 1%.
For CCOC(=O)CCc1c(C)nc2cc(C3CCCN(C(=O)OC(C)(C)C)C3)[nH]n2c1=O (stereo unspecified) the results were GPR35 arrestin U2OS 9%, NOD1 inhibition -32%, GPR55 antagonists 18%, KOR beta-arrestin-1 -0.6%, HIV fusion peptide 1.0%, GPR55 activation -0.1%, KOR beta-arrestin-2 -13% and Dengue-2 NS5 capping -12%.
Screening CCCCOC(=O)Cn1c(=O)n(CC(=O)OCCCC)c2ccccc21 returned GPR35 arrestin U2OS 15%, NOD1 inhibition 18%, GPR55 antagonists -12%, KOR beta-arrestin-1 -1.9%, West Nile antiviral -0.2%, HIV fusion peptide 2.2%, GPR55 activation 0.0%, KOR beta-arrestin-2 -9% and Dengue-2 NS5 capping -7%.
Screening COc1ccc(C2OC(=O)CC2C(=O)N2CCN(c3cc(Cl)ccc3C)CC2)cc1OC (stereo unspecified) returned GPR35 arrestin U2OS 24%, NOD1 inhibition -24%, GPR55 antagonists -7%, KOR beta-arrestin-1 -6.5%, West Nile antiviral 0.2%, HIV fusion peptide 3.0%, GPR55 activation -0.1%, KOR beta-arrestin-2 -34% and Dengue-2 NS5 capping -3%.

This is a subset; the hit share may differ from the screen's.
